# p97 ATPase inh: inhibitors of human p97 ATPase, primary screen, biochemical; AID 1481, 2009; Transitional endoplasmic reticulum ATPase (Homo sapiens), P55072; 220,000 compounds, 0.42% hits; recombinant p97 ATPase, Kinase-Glo ATP luminescence, 3 h; inhibition, % at 8 µM; in the data active = inhibition above about 15%;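 note: 0% = DMSO vehicle and 100% = wells lacking enzyme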
# NPY-Y2 PAM-ag: NPY-Y2 potentiators or agonists, primary screen, cell-based. Neuropeptide Y receptor type 2 (Homo sapiens), P49146. cells expressing NPY-Y2, potentiator/agonist read-out. activation, % at 3.6 µM. 220,000 compounds, 0.45% hits; in the data active = activation above about 27%;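 note: cells stimulated with NPY near EC25 plus isoproterenol at EC100; 0% = vehicle plus submaximal agonist and 100% = vehicle plus saturating agonist; some results beyond the cut were filed as inactive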
# Target sequence (P49146 whole entry, looked up): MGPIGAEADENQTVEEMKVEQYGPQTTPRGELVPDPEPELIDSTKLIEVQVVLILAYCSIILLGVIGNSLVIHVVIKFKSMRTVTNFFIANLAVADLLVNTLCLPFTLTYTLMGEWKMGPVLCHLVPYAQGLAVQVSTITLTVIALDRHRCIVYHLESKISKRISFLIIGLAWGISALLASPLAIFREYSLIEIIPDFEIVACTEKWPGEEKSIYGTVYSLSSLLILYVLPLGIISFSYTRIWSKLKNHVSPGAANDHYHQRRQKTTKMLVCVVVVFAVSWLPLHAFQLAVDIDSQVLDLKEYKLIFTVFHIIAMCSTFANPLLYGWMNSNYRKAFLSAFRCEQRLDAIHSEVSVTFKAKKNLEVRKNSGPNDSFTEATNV
# NPY1 pot ag: NPY-Y1 receptor potentiators or agonists, primary screen, cell-based; 220,000 compounds, 0.37% hits; activation, % at 3.6 µM; Neuropeptide Y receptor type 1 (Homo sapiens), P25929; NPY-Y1 expressing cells, potentiator/agonist activation; AID 1304, 2008; in the data active = activation above about 33%, passing the limit was not always enough;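 note: cells stimulated with NPY at EC10 then isoproterenol at EC100; 0% = low agonist plus stimulus and 100% = saturating agonist plus stimulus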
# NPY-Y1 antag: NPY-Y1 receptor antagonists, primary screen, cell-based. HEK293-CNG Y1 cells, membrane potential fluorescence; NPY at EC95, then isoproterenol. AID 1040, 2008. inhibition, % at 3.6 µM. Neuropeptide Y receptor type 1 (Homo sapiens), P25929. 200,000 compounds, 1% hits;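 active = inhibition above the campaign mean inhibition of all tested compounds plus 3 SD, cut at about 20% in these data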;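 note: 0% = DMSO wells given NPY plus isoproterenol and 100% = isoproterenol alone without NPY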
#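 Material: HEK293 Y1/CNG channel cell line | Also added: NPY (25 nM), isoproterenol (1 µM), Ro 20-1724 (25 µM) | Compound: One concentration, 3.6 µM, in 0.4% DMSO | Schedule: 3 h dye uptake, 1 h room-temperature compound, 45 min post-isoproterenol | Signal: Membrane-potential fluorescent dye readout | Read-out: % inhibition of NPY effect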
# S1P4 agonist: S1P4 receptor agonists, primary screen, cell-based; Sphingosine 1-phosphate receptor 4 (Homo sapiens), O95977; activation, % at 4.98 µM; S1P4-expressing cell line, agonist reporter assay; 220,000 compounds, 0.35% hits; in the data active = activation above about 11%;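 note: 0% = DMSO vehicle and 100% = reference agonist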
# EP2 antag: human EP2 receptor antagonists, primary screen, TR-FRET cAMP, C6 glioma cells; 260,000 compounds, 0.52% hits; inhibition, % at 25 µM; Prostaglandin E2 receptor EP2 subtype (Homo sapiens), P43116; C6 glioma cells expressing human EP2; cells stimulated with saturating PGE2;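 active = percent inhibition above 40 after rounding to a whole number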;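 note: rat C6 glioma host cells with rolipram phosphodiesterase inhibitor present; the protocol text gives 20 µM as final concentration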
# Target sequence (P43116 whole entry, looked up): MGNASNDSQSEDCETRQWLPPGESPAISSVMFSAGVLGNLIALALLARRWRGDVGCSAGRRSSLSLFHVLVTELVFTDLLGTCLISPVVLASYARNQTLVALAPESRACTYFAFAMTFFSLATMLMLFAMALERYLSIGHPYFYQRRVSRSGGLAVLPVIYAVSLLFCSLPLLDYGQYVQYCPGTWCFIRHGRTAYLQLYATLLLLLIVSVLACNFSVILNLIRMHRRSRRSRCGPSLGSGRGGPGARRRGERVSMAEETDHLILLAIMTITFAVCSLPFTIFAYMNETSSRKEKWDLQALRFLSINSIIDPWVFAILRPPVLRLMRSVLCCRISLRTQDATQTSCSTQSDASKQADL
# eIF4E 4G PPI: eIF4E–eIF4G protein interaction inhibitors, primary screen, biochemical, uHTS, TR-FRET, eIF4GI fragment | Eukaryotic translation initiation factor 4E (Mus musculus) + Eukaryotic translation … | TR-FRET eIF4E-eIF4GI(517-606) binding, 2 h | inhibition, % at 21.7 µM | 220,000 compounds, 0.37% hits | AID 782, 2007;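 active = inhibition above about 30%, limit read from the data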;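 note: 0% = full FRET control wells and 100% = background wells lacking eIF4GI fragment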
# S1P4 antagonist: S1P4 receptor antagonists, primary screen, cell-based; S1P4-expressing cells, antagonist mode, reporter read-out; inhibition, % at 4.98 µM; 220,000 compounds, 0.26% hits; AID 1510, 2009; in the data active = inhibition above about 29%;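 note: 0% = wells stimulated with agonist and 100% = vehicle wells without agonist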
# EP2 mod: EP2 receptor modulators, cAMP readout, primary screen, cell-based, HTRF cAMP, PGE2 stimulation. EP2-expressing cells, cAMP HTRF FRET, PGE2 co-stimulation. induction, % at 25 µM. 260,000 compounds, 0.83% hits. AID 940, 2007;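 active = compounds whose cAMP rise, as percent of the full-agonist control response, exceeds 60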;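 note: rat C6 glioma line stably carrying human EP2 under a CMV promoter; the protocol text gives 20 µM as final concentration; 100% = response of wells given 1 µM PGE2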
# * marks the source's active call; other numbers are inactive results; . = not tested or not shown; & = joins results of further samples; [ ] = remark or other dose. A portion of the library. The share of hits here may be higher or lower than overall.
SMILES,p97 ATPase inh,NPY-Y2 PAM-ag,NPY1 pot ag,NPY-Y1 antag,S1P4 agonist,EP2 antag,eIF4E 4G PPI,S1P4 antagonist,EP2 mod
C/C(CC(=O)Nc1cc(Cl)ccc1C)=N\NC(N)=O,5,2,-2,.,-0.2,15,-1,5,15
O=C(CC1CCCCC1)OCn1nnc2ccccc2c1=O,-3,103*,107*,0,-1.6,25,0,3,30
Cc1ccc(C(=O)N2CCN(C(=O)N3CCOCC3)CC2)cc1,-1,-23,-6,-4,-0.8,16,2,-13,10
O=C(C1CCCCC1)N1CCN=C1SCc1cccnc1,-2,10,19,-1,-4.4,14,-1,17,20
Cc1nn(-c2ccccc2)c(C)c1/C=N/NC(=O)CSc1nnc(SCc2ccccc2Cl)s1,1,1,-11,4,0.4,9,4,-16,35
COc1ccc(N2C(=O)C3ON(C4SC(=S)N(C)C4(C)C)C(c4ccc([N+](=O)[O-])cc4)C3C2=O)cc1 (configuration not stated),-3,-2,7,-2,0.2,5,-18,-16,-50
O=C(Nc1cccc(Cl)c1)c1cc([N+](=O)[O-])ccc1N1CCN(CCO)CC1,2,17,2,0,3.6,12,4,1,-21
COc1ccc(S(=O)(=O)NCC(c2cccnc2)N2CCN(c3ccccc3OC)CC2)cc1C (configuration not stated),4,7,-7,6,1.7,0,-4,0,17
Cc1ccccc1Nc1nc(NCc2ccco2)c2ccccc2n1,5,10,-5,3,-3.0,9,3,12,-39
CC(C)c1ccc(/C=C/C(=O)O)cc1,0,-17,-29,.,-0.4,5,1,4,10
COc1ccc(OC)c(CN2CCCC(C(=O)c3ccccc3SC)C2)c1 (configuration not stated),-4,-36,-18,8,0.6,3,-1,-1,-18
Cc1c(C(=O)N2CCN(c3ncccn3)CC2)sc2nc3n(c(=O)c12)CCCC3,1,-2,0,-5,-0.5,5,1,6,38
CN1CCN(c2ccccc2NC(=O)Cc2ccc(Cl)cc2)CC1,-6,-13,-7,23*,2.4,10,2,0,3
COc1ccc(-c2nnc(CSc3nc4ccccc4c(=O)n3C)o2)cc1OC,-3,-8,-33,2,-1.1,16&9,-6[fluorescence artefact?],-11,-48&-95
O=C(NCc1ccccc1)C1CCCN1S(=O)(=O)c1cccc2cccnc12 (configuration not stated),-5,-5,13,-3,-3.4,15,-3,2,-20
Cc1cccc(N2CCN(C(=O)Cc3ccc(-n4c(=O)[nH]c5ccsc5c4=O)cc3)CC2C)c1 (configuration not stated),6,-6,7,-3,0.3,7,0,-17,5
CCOC(=O)c1c(C)nc(C)c(C(=O)OCC)c1-c1ccc(OC)cc1,-8&-8,-22&-16,-17&-12,13,2.3&0.2,9,2&-7,1&-8,3&8
O=C(Nc1cc(C(=O)N2CCCC2)ccc1N1CCCC1)c1ccccc1,2,9,-10,-2,0.3,7,2,-10,23
CC(C)CNC(=O)c1ccc(COc2ccc(Cl)cc2Cl)o1,-2,-13,3,2,1.3,9,5,-28,-32
Clc1ccc(-c2nnc(SCc3nc4ccccc4s3)o2)cc1,0,-4,-3,2,4.6,13,0,-7,-2
Cc1cc(N2CCCC2=O)ccc1S(=O)(=O)Nc1c(C)nn(C)c1C,1,2,17,-8,0.3,7,0,3,-27
COc1c(C)cc(C(=O)C2CCCN(C(=O)/C=C/c3ccccn3)C2)cc1C (configuration not stated),-4,-15,-24,4,-0.5,2,2,-2,-29
S=c1nccc(-c2ccc3c(c2)CCO3)[nH]1,-4,-13,-14,.,1.0,12,0,-2,-36
COc1cccc(N2CC(O)Cn3c2nc2c3c(=O)n(CCCc3ccccc3)c(=O)n2C)c1 (configuration not stated),2,-1,-9,-7,0.5,21,10,21,1
COc1ccccc1N(CC(=O)NC1CCCCC1)C(=O)c1csnn1,4,0,3,2,-1.2,5&4,2,-12,-30&26

# The list goes on, overlapping the part above by 3 compounds.
SMILES,p97 ATPase inh,NPY-Y2 PAM-ag,NPY1 pot ag,NPY-Y1 antag,S1P4 agonist,EP2 antag,eIF4E 4G PPI,S1P4 antagonist,EP2 mod
S=c1nccc(-c2ccc3c(c2)CCO3)[nH]1,-4,-13,-14,.,1.0,12,0,-2,-36
COc1cccc(N2CC(O)Cn3c2nc2c3c(=O)n(CCCc3ccccc3)c(=O)n2C)c1 (configuration not stated),2,-1,-9,-7,0.5,21,10,21,1
COc1ccccc1N(CC(=O)NC1CCCCC1)C(=O)c1csnn1,4,0,3,2,-1.2,5&4,2,-12,-30&26
NC1=NC(=O)/C(=C\c2ccco2)S1,13,5,0,.,1.4,6,2,-3,-31
CN(Cc1ccccc1)CC(O)COc1ccc(CNCCc2cccnc2)cc1 (configuration not stated),1,-7,-8,14,-0.7,3,4,-8,-2
O=C(NC(N1CCOCC1)C(Cl)(Cl)Cl)c1ccco1 (configuration not stated),4,7,10,-2,0.4,17,3,-6,32
CC(=O)[C@H]1[C@H](C#N)C[C@H]2[C@@H]3CC=C4C[C@@H](O)CC[C@]4(C)[C@H]3CC[C@@]21C,1,11,9,-4,1.5,17,4,-5,34
CCOc1ncccc1C(=O)OCC(=O)N1CC(=O)Nc2ccccc21,-6,8,2,0,1.8,4,-3,-5,14
N#Cc1cc(-c2ccccc2)nnc1Sc1ccc(F)cc1,4,6,-34,-1,-3.1,8,2[fluorescence artefact?],3,15
O=C(c1ccc2c(=O)n3c(nc2c1)CCCCC3)N1CCN(c2ccc(F)cc2)CC1,1,-5,7,.,1.8,4,0,-1,-4
Cc1ccc(CCCOC(=O)C[N+]2(C)CCOCC2)cc1,4,-43,48,6,1.2,10,7,1,31
CC1(CCc2ccccc2)NC(=O)N(CC(=O)O)C1=O (configuration not stated),2,7,-1,.,1.3,3,2,7,10
Cc1cc(N/N=C/c2ccc(F)cc2)nc(-n2nc(C)cc2C)n1,-4,-51,-34,.,4.8,5,2,17,-17
COc1ccc(C(=O)NCc2nnc(SCC(=O)c3ccccc3)n2C)cc1,1,-5,16,-3,-0.3,6,-5,6,0
CCOC(=O)c1nc2cc3n(c(C)c-2c1C)C(C)C(C)=C3C (configuration not stated),-6,-8,0,12,0.7,12,11[fluorescence artefact?],-11,7
COc1ccc(/C=N/NC(=O)c2cccc(C(F)(F)F)c2)cc1,-1,-12,-3,1,0.1,11,0,2,-5
COc1cccc(NC(=O)C(=O)NCCCn2ccnc2)c1,4,-4,11,1,0.5,7,-3,-8,4
CC(OC(=O)c1cccnc1SCc1cc(=O)n2ccccc2n1)c1ccccn1 (configuration not stated),-4,3,-11,5,1.5,13,3,-2,18
COc1cccc(/C=N/NC(=S)NC2CC3CCC2C3)c1OC (configuration not stated),-3,-5,-4,.,-0.2,12,-1,7,-29
COC(=O)c1cccc(COC(=O)c2cccnc2SC)c1,-2,-28,-60,8,0.2,10,5[fluorescence artefact?],-1,32
O=C(c1ccc(OC2CCN(Cc3ccccn3)CC2)cc1)N1CCCC(O)C1 (configuration not stated),1,-4,16,-4,0.1,1,-1,0,-7
CCOc1ccc(N(CC(=O)NC(C(C)C)C(C)C)S(=O)(=O)c2ccc(OC)c(OC)c2)cc1,1,-17,-11,2,0.4,6,-2,-8,-5
O=C(Nc1ccon1)c1ccc2c(c1)OCO2,1,2,-13,2,-1.5,6,4,3,-5
Cc1ccc(C(C(=O)NC(C)(C)C)N(C(=O)c2csnn2)c2cccc(F)c2)o1 (configuration not stated),-1,1,6,4,-0.1,4&10,-1,-4,7&10
Cc1ccc(Cn2nnnc2CN2CCC(c3nc4ccc(Cl)cc4[nH]3)CC2)cc1,-4,-3,-14,-5,-1.3,10,-5,4,-13
CCN(CC)S(=O)(=O)c1ccc(N2CCCC2)c(NS(=O)(=O)c2cccs2)c1,-4,-7,5,3,1.1,-1,0,1,-15
CC(C)c1nc(N2CCOCC2)c(C#N)c2c1CCC2,-4,1,0,-2,0.2,19,-3,-9,-57
Cc1[nH]n(-c2ncc(-c3ccccc3)s2)c(=O)c1C(c1ccc(Cl)cc1)C(C#N)C#N (configuration not stated),1,9,-26,3,-0.7,6,-1,-11,-69
# Next compounds follow.
SMILES,p97 ATPase inh,NPY-Y2 PAM-ag,NPY1 pot ag,NPY-Y1 antag,S1P4 agonist,EP2 antag,eIF4E 4G PPI,S1P4 antagonist,EP2 mod
CCN(CC(=O)NC(C)C)Cc1nc2sc3c(c2c(=O)[nH]1)CCC3,4,-32,-5,3,1.4,.,-7,5,32
CC(=O)Nc1ccc(NC(=O)/C=C/c2cccc(C(F)(F)F)c2)cc1,4,1,2,0,0.2,12,0[fluorescence artefact?],1,8
CSCCC(NS(=O)(=O)c1ccc(Cl)cc1)C(=O)OCC(=O)N(C(C)C)C(C)C (configuration not stated),-4,-2,1,2,0.9,10,1,11,21
Cc1ccccc1Cn1ccc(NC(=O)c2nn(C)cc2[N+](=O)[O-])n1,0,2,13,-4,0.6,19,-3[fluorescence artefact?],26,-33
O=C1c2cccc([N+](=O)[O-])c2C(=O)N1c1ccccc1,-4,-3,16,1,1.8,3,3[fluorescence artefact?],-12,6
CCc1ccc(-c2csc(NC(=O)c3cccnc3)n2)cc1,-5,-2,-16,-4,0.7,27,-2,-18,2
CCOc1ccc(S(=O)(=O)N(C)CCO)cc1-c1nc2c(C(C)(C)C)nn(C)c2c(=O)[nH]1,0,-1,-13,-3,1.9,.,0,-13,1
C=CCN1C(=O)c2oc3ccccc3c(=O)c2C1c1ccc(O)c(OC)c1 (configuration not stated),4,3,4,1,-2.0,.,5,-19,6
Nc1c(-c2ccccc2)cnc2cc(-c3ccccc3)nn12,1,-11,1,1,0.6,9,-6,-38,-92
COc1ccccc1NS(=O)(=O)c1ccccc1C#N,-3,-7,3,2,1.6,6,-3[fluorescence artefact?],-11,14
CCn1c(CSc2nc3ccccc3s2)n[nH]c1=S,-4,-28,-21,4,2.4,4,0,9,7
Cc1ccc(OCC(=O)NCCC2=CCCCC2)cc1,-2,-8,-40,2,0.1,10,7,7,16
N/C(=N\OC(=O)c1cc([N+](=O)[O-])ccc1Cl)c1ccccn1,5,17,37,.,0.7,9,-2,-3,6
CCOC(=O)N1CCC(NC(=O)c2cc(C(=O)NCc3ccc(F)cc3)ccc2CO)CC1,0,8,1,2,0.5,9,-4,-16,3
Cc1[nH]nc2c1C(c1ccc(-c3ccc(Cl)cc3)o1)C(C#N)=C(N)O2 (configuration not stated),0,-14,-18,1,2.2,19,0[fluorescence artefact?],4,-51
CC(C)(C)c1cc(NC(=O)COC(=O)c2ccc3c(=O)n4c(nc3c2)CCC4)n(-c2ccccc2)n1,2,5,-18,-2,0.5,8,5[fluorescence artefact?],13,19
CCC(C(=O)Nc1cc(Cl)c(OC)cc1OC)c1ccccc1 (configuration not stated),-3,-10,6,0,1.1,10,2,-14,-7

# Screening results deposited in PubChem by several laboratories.
